Screens: PubChem BioAssay, several laboratories
HTR5A ag = counter-screen for OPRM1-OPRD1 agonists: human HTR5A agonism; activation, % at 9.3 µM; HTR5A agonist assay, luminescence, cell-based; hit rate 0.61% among 340,000; AID 504692; P47898; in the data active = activation mostly above about 9.5%, no sharp cut-off; inactive = mostly below about 7.6%;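 also: 0% = cells with vehicle only and 100% = reference agonist; strong numbers were not always called active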
PKA-R1A activ = activators of PKA-R1A complex | PKA-R1A dissociation, Cy5-IP20 fluorescence polarization; scaled: DMSO 0%, 113 µM cGMP 100% | activation, % at 11.4 µM | hit rate 0.083% among 340,000;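 active = percent activation above the mean of all tested compounds plus 3 SD, cut at about 19% in these data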;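 also: higher means more PKAc released from R1A so a rise in polarization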
HTR5A inv ctr = inverse agonist of human HTR5A in OPRM1-OPRD1 counter-screen. P47898. HTR5A cell line, luminescence, inverse agonism. inhibition, % at 9.3 µM. hit rate 0.083% among 340,000; in the data active = inhibition mostly above about 23%, no sharp cut-off; inactive = mostly below about 18%;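 also: 0% = cells with DMSO and 100% = no-cell wells with DMSO; some compounds called inactive have numbers as strong as hits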
Pemphigus Ab inh = inhibitors of pemphigus antibody binding to human desmoglein-3; P32926; DSG3-coupled beads, scFv-anti-DSG3-GFP binding, flow cytometry; hits give low values; binding (percent of control), % at 10 µM; hit rate 0.48% among 310,000;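 active = binding more than 3 SD below its plate's average and above zero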;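 also: hits lower antibody fragment binding to DSG3; some compounds called inactive have numbers as strong as hits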
OPRM1-OPRD1 ag = OPRM1-OPRD1 heterodimerization agonism. cells, luminescence. activation, % at 9.3 µM. hit rate 0.3% among 340,000. AID 504326; in the data active = activation above about 18%;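 also: 0% = vehicle-treated cells and 100% = reference agonist; values of inactives mirror those of a sister screen read the other way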
Target sequence (P35372 whole entry, looked up): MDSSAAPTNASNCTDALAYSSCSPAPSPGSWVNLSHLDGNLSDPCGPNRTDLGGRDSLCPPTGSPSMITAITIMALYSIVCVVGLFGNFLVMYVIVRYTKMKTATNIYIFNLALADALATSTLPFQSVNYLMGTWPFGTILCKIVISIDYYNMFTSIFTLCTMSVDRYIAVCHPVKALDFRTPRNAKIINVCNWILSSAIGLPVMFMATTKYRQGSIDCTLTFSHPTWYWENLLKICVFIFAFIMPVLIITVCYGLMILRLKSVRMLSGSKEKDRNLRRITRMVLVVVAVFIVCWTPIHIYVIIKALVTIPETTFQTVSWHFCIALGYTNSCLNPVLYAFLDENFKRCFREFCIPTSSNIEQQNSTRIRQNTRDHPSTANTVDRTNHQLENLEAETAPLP
Target sequence (P41143 whole entry, looked up): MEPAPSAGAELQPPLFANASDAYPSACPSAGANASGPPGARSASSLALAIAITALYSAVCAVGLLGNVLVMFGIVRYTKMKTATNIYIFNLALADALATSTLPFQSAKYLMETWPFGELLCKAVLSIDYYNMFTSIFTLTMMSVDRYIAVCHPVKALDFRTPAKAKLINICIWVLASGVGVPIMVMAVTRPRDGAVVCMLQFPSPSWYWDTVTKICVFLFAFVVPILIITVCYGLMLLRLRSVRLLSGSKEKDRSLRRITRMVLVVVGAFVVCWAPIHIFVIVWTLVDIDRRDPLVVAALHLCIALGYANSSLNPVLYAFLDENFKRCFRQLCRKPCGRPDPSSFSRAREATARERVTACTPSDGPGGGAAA
MOR-DOR inv ag = inverse agonist of human OPRM1-OPRD1 heterodimerization; cell-based MOR-DOR heterodimer luminescence, inverse agonism; inhibition, % at 9.3 µM; hit rate 0.21% among 340,000; in the data active = inhibition above about 22%, passing the limit was not always enough;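 also: 0% = cells with DMSO and 100% = wells without cells with DMSO; values of inactives mirror those of a sister screen read the other way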
Mot1-301 SUMO = blocks SUMOylation pathway, rescuing yeast Mot1-301 growth; growth rescue, % at 18.8 µM; S. cerevisiae Mot1-301 growth rescue, ATP luminescence, 38.5C; percent above DMSO median, 100 means doubled; hit rate 1% among 320,000; AID 2716;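 active = every valid replicate shows activation above 250% relative to neutral control wells; inactive = the rest, any valid replicate at or below 250%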;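 also: OY570 slx delta 5 strain wells were the positive control but not used for scaling; some compounds called inactive have numbers as strong as hits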
PfHsp90 yeast 2 = inhibits growth of yeast expressing Plasmodium falciparum Hsp90 | S. cerevisiae expressing PfHsp90, BacTiter-Glo ATP, 48 h; yeast lacking PDR1 and PDR3 efflux regulators | inhibition, % at 9.4 µM | hit rate 0.32% among 310,000 | AID 504621;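 active = every replicate shows inhibition above about 80%, whatever the replicate mean, limit read from the data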;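 also: 0% = DMSO neutral controls and 100% = 20 µM radicicol positive controls; yeast relying on Plasmodium falciparum Hsp90 in place of its own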
AddAB inh = less growth of phage-infected E. coli with AddAB; E. coli expressing H. pylori AddAB, absorbance growth; inhibition, % at 11.9 µM; hit rate 0.29% among 330,000; in the data active = inhibition above about 12%;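 also: 0% = vehicle wells of infected cells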
Ecoli viability = counter-screen for AddAB inhibitors: E. coli growth inhibition | E. coli V3065 growth, OD600 absorbance, 18 h | inhibition, % at 11.9 µM | hit rate 0.27% among 330,000 | AID 449728;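 active = inhibition above the campaign's mean inhibition across all tested compounds plus 3 SD, cut at about 9.9% in these data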;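 also: uninfected addAB+ strain grown without phage in ampicillin broth; 0% = DMSO wells and 100% = ciprofloxacin 0.95 µg/ml wells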
phage Ecoli inh = E. coli growth loss with phage present. growth absorbance. inhibition, % at 11.9 µM. hit rate 0.26% among 360,000. AID 651602; in the data active = inhibition above about 11%
The depositor's hits bear a star; · = no result given.

cpd	mol	HTR5A ag	PKA-R1A activ	HTR5A inv ctr	Pemphigus Ab inh	OPRM1-OPRD1 ag	MOR-DOR inv ag
1	O=C1OCc2ccc(NC(=O)c3ccccc3C(=O)O)cc21	-1	3	2	·	-2.7	15
2	CC(c1ccccc1)N1C(=O)NC(NC(=O)c2cccnc2)(C(F)(F)F)C1=O (centres undefined)	0	3	-16	98	-2.8	15
3	C=CCC1(C#N)C(=S)NC(C)=C(C(=O)OCC)C1c1ccccc1 (centres undefined)	·	·	·	107	·	·
4	O=C(Cc1ccc([N+](=O)[O-])cc1)N1CCN=C1SCc1ccccc1	5	4	-17	103	0.1	0
5	COc1ccccc1CNC(=O)CN1C(=O)c2ccccc2S1(=O)=O	-4	4	-5	102	-1.4	7
6	COCCNC(=O)c1cc(-c2ccccc2C)nn1CC1CC(c2cccnc2)=NO1 (centres undefined)	-3	-11	8	95	-2.9	16
7	CCOC(=O)c1ccc(-c2c(-c3ccccc3OC)sc3cc4c(cc23)OCO4)cc1F	1	-7	-8	95	-0.8	5
8	O=C(c1ccc([N+](=O)[O-])cc1)N1CCc2ccccc2C1	-1	3	3	99	-1.7	9
9	O=Cc1cn(CC(=O)Nc2ccc3c(c2)OCO3)c2ccccc12	-1	-11	4	99	-0.5	3
10	COc1ccc(OCC(=O)Nc2c3c(nn2-c2ccccc2)CS(=O)(=O)C3)cc1	-4	-5	19	·	-0.3	1
11	COC(=O)c1ccc2c(=O)n(CCCCCC(=O)NCCNC(C)=O)c(=O)[nH]c2c1	1	-4	22	90	2.3	-11
12	CC12CCC(C(=O)OC3CCCCC3)(OC1=O)C2(C)C (centres undefined)	1	3	-3	119	0.2	-1
13	CSCC(C)N1CCC(n2nccc2NC(=O)c2ccccc2C)CC1 (centres undefined)	0	-2	1	107	1.5	-6
14	O=C(NCCc1ccccc1)C1CCN(S(=O)(=O)N2CCOCC2)CC1	-1	10	0	101	-0.9	5
15	N#Cc1ccc(S(=O)(=O)NC2CCCCNC2=O)cc1 (centres undefined)	2	-2	-8	104	-3.1	14

cpd	Mot1-301 SUMO	PfHsp90 yeast 2	AddAB inh	Ecoli viability	phage Ecoli inh
1	14	-5	0.7	-1.7	1.6
2	-22	·	-2.2	-1.8	0.8
3	12	·	0.7	0.5	-2.7
4	144	1	1.7	0.6	4.1
5	57	-8	4.7	1.1	-2.0
6	-12	7	1.2	0.2	3.0
7	-14	12	-0.9	1.2	1.5
8	-11	7	0.1	-0.8	3.5
9	6	11	2.4	0.4	5.0
10	1	24	0.5	-1.9	-1.0
11	-2	-9	0.2	0.2	-1.2
12	26	41	2.0	-2.1	3.7
13	149	31	0.1	1.8	3.6
14	2	15	1.4	-0.4	0.6
15	-8	12	-0.1	-0.6	-0.6

Later entries:
cpd	mol	HTR5A ag	PKA-R1A activ	HTR5A inv ctr	Pemphigus Ab inh	OPRM1-OPRD1 ag	MOR-DOR inv ag
16	CC(=O)C1=C(C)Nc2ncnn2C1c1ccc(Br)cc1 (centres undefined)	1	9	-3	94	-2.5	13
17	CCOCCOC(=O)c1[nH]c2c(c1C)C(=O)CC(c1ccccc1)C2 (centres undefined)	-3	-9	10	115	0.2	-1
18	CCc1ccccc1Nc1nc2ccccc2n1CC	3	-8	-1	105	-1.3	6
19	Cc1cc(=O)[nH]c(SCC(=O)Nc2ccc3c(c2)OCCO3)n1	0	12	-5	105	-1.3	7
20	O=C(CSCCO)Nc1cc(C(F)(F)F)ccc1Cl	-1	4	-9	103	-2.1	11
21	OC1CCN(C(=S)Nc2ccc(Nc3ccccc3)cc2)CC1	-1	3	4	106	1.5	-8
22	C=C1c2ccccc2NC(=S)N1Cc1ccc2c(c1)OCO2	2	-5	15	96	1.9	-9
23	CN(Cc1c(C(=O)N2CCc3ccccc3C2)nc2ccc(Cl)cn12)C(C1CC1)C1CC1	6	-14	-24	101	-1.6	8
24	CN1CCN(c2nc3c(c(=O)[nH]c(=O)n3C)n2CC(N)=O)CC1	·	1	·	102	·	·
25	COc1ccc(C2Nc3ccccc3C(=O)N2NS(=O)(=O)c2ccc(C)cc2)cc1 (centres undefined)	0	-5	5	95	0.2	-1
26	Cc1cc(C)c2c(=O)[nH]cnc2n1	-1	-12	-7	86	1.2	-8
27	Cc1nc2ccc(S(=O)(=O)NC(C(=O)Nc3nccs3)C(C)C)cc2s1 (centres undefined)	11	-2	-33	107	-0.5	3
28	COc1ccccc1N1CCN(C(=O)CCc2ccc(S(=O)(=O)NCC(C)C)cc2)CC1	5	2	-57	·	2.4	-14
29	O=C(COC(=O)Cc1ccc(Cl)cc1)NCc1cccs1	-2	-6	5	·	-2.2	9
30	COc1ccc(C(=O)CSc2nnc(NC(=O)C3CC(=O)N(c4ccccc4C)C3)s2)cc1 (centres undefined)	0	0	3	93	-1.4	8

cpd	Mot1-301 SUMO	PfHsp90 yeast 2	AddAB inh	Ecoli viability	phage Ecoli inh
16	8	10	0.5	-0.5	1.4
17	-17	11	-0.7	0.9	1.4
18	-1	-9	-1.5	-3.9	1.7
19	-6	0	3.1	2.0	3.6
20	-15	7	2.9	1.2	4.5
21	5	-13	2.9	2.6	5.3
22	140	10	1.8	-1.1	3.8
23	23	16	1.8	2.9	1.8
24	1	23	0.6	-1.3	2.5
25	20	-1	4.1	3.5	3.7
26	997*	-2	-0.8	0.1	4.9
27	-13	22	3.4	-1.3	-0.1
28	13	-18	-2.1	1.0	2.5
29	3	67	3.2	0.8	5.8
30	114	4	0.8	-1.6	2.8

Other results:
cpd	mol	HTR5A ag	PKA-R1A activ	HTR5A inv ctr	Pemphigus Ab inh	OPRM1-OPRD1 ag	MOR-DOR inv ag
31	Cc1cccc(N2C(=O)C3CCCN3C2=S)c1C (centres undefined)	2	-13	-5	98	0.1	0
32	O=C(N[C@H]1CCCCNC1=O)c1cc(COc2ccc(F)cc2F)on1	0	1	0	125	-2.4	12
33	C[C@@H](NC(=O)c1nc[nH]c1C(=O)N1CCc2ccccc2C1)c1ccccc1	-2	6	23	107	0.0	0
34	CC(C(=O)Nc1ccc(N(C)C)cc1)N1C(=O)c2ccccc2S1(=O)=O (centres undefined)	3	2	-7	·	-2.3	12
35	O=C(c1ccc(-n2cccc2)cc1)N1CCOCC1	-1	3	-14	·	-2.1	12
36	COc1cc(NC(=O)c2cc(-c3ccco3)on2)c(OC)cc1Cl	4	-2	7	105	8.2	-46
37	CCC(=O)Nc1cc2c(cc1Cl)-c1ccccc1C2	-1	-9	3	99	-1.2	6
38	COc1ccc(Cn2nc(C)cc2C)cc1OC	-8	-1	-27	101	-0.3	2
39	O=C(COc1ccccc1)N1CCN=C1SCc1cccnc1	1	-7	13	107	0.2	-1
40	O=C1c2ccsc2SCCN1Cc1ccc(F)cc1	-2	-3	9	108	-2.5	11
41	CC(C)CSc1nc2c(=O)[nH][nH]c(=O)c2n1Cc1ccccc1	-4	3	20	100	-1.2	6
42	CCn1c(=O)c2cc(C(=O)Nc3cccc(C(C)=O)c3)sc2c2ccccc21	2	-1	2	102	-2.5	13
43	Cc1nc(-c2ccccc2)sc1C(=O)NN	-5	8	11	98	2.0	-11
44	CCOC(=O)C1CCN(C(=O)C2CCN(S(=O)(=O)c3cc(Cl)ccc3OCC)CC2)CC1	-1	-8	-13	·	-0.1	1
45	CCC1(CC)Cc2ccccc2-c2nc(NN)[nH]c(=O)c21	2	-4	-6	99	-0.3	1

cpd	Mot1-301 SUMO	PfHsp90 yeast 2	AddAB inh	Ecoli viability	phage Ecoli inh
31	1	22	1.3	1.2	2.1
32	49	6	-2.4	-0.8	-1.0
33	25	·	-2.5	-0.4	0.2
34	-3	·	3.4	1.8	2.7
35	171	-28	0.6	0.1	2.0
36	2	-2	0.9	-1.7	2.7
37	·	·	·	·	3.3
38	-7	3	1.2	-0.7	1.1
39	·	-14	1.9	1.4	2.7
40	37	32	1.6	1.2	2.3
41	15	19	2.7	3.4	0.2
42	5	5	-1.4	-0.4	0.2
43	-17	0	-1.9	-0.7	2.2
44	-17	2	0.3	-3.8	0.6
45	380	28	0.3	2.8	0.0

The list goes on:
cpd	mol	HTR5A ag	PKA-R1A activ	HTR5A inv ctr	Pemphigus Ab inh	OPRM1-OPRD1 ag	MOR-DOR inv ag
46	Cc1cc(C)c2c(n1)SCC(=O)N2CC(=O)Nc1c(C)cccc1C	-1	-3	2	117	-1.1	5
47	CC1CCN(C(=O)c2cc3c(=O)n4ccccc4nc3s2)CC1	0	2	1	104	-0.7	4
48	Cc1cc(OCC(=O)NCCCN2CCCC2=O)c2c(C)cc(=O)oc2c1	8	0	-26	91	-1.9	10
49	CC(=O)COc1ccc2c(-c3cccc([N+](=O)[O-])c3)cc(=O)oc2c1	1	-9	-2	96	-3.7	18
50	COc1cc(/C=N/NC(=O)c2cccnc2)ccc1OCC(=O)N1CCOCC1	5	-1	-19	97	-2.3	12
51	CCCC(=O)NC(C)c1nc2ccccc2[nH]1 (centres undefined)	1	3	28	97	-2.0	11
52	C=C(C)[C@@H](O)COc1c2ccoc2cc2oc(=O)ccc12	8	-8	5	101	-0.8	4
53	O=C(c1ccc(Cl)cc1Cl)N1CCC(c2nc3c(nnn3Cc3ccco3)c(=O)[nH]2)CC1	-1	-2	-24	105	-0.2	1
54	O=C(c1n[nH]c2ccccc12)N1CCOCC1	8	-7	-16	90	-1.8	11
55	COc1ccc(NC(=O)Cc2coc3ccc4ccccc4c23)cc1S(=O)(=O)N1CCOCC1	2	-4	-13	112	-1.4	7
56	CC1CCN(C(=O)c2cc(F)c(F)cc2Cl)CC1	5	-2	-19	98	-1.4	8
57	CCCc1nc2oc3c(Cl)ncnc3c2c2c1CCCC2	5	-2	-9	97	-1.6	8

cpd	Mot1-301 SUMO	PfHsp90 yeast 2	AddAB inh	Ecoli viability	phage Ecoli inh
46	4	-2	4.2	-0.3	1.8
47	6	6	2.3	-0.8	2.6
48	13	7	3.6	1.2	2.8
49	-11	-44	2.1	-3.3	3.5
50	768*	-8	0.2	1.4	2.4
51	595*	-4	-2.3	-0.3	1.2
52	0	-5	-1.6	-0.5	3.4
53	-3	21	-0.5	-2.8	0.8
54	372	14	2.3	1.1	2.9
55	5	4	3.4	-0.3	1.0
56	6	-29	1.1	-0.4	3.2
57	162	25	2.9	-1.2	1.5

Profiles, looked up by structure. Order of screens: HTR5A ag | PKA-R1A activ | HTR5A inv ctr | Pemphigus Ab inh | OPRM1-OPRD1 ag | MOR-DOR inv ag | Mot1-301 SUMO | PfHsp90 yeast 2 | AddAB inh | Ecoli viability | phage Ecoli inh
Listed for C=C(C)[C@@H](O)COc1c2ccoc2cc2oc(=O)ccc12 → 8 | -8 | 5 | 101 | -0.8 | 4 | 0 | -5 | -1.6 | -0.5 | 3.4
Listed for Cc1cc(C)c2c(n1)SCC(=O)N2CC(=O)Nc1c(C)cccc1C → -1 | -3 | 2 | 117 | -1.1 | 5 | 4 | -2 | 4.2 | -0.3 | 1.8
Listed for COc1ccc(NC(=O)Cc2coc3ccc4ccccc4c23)cc1S(=O)(=O)N1CCOCC1 → 2 | -4 | -13 | 112 | -1.4 | 7 | 5 | 4 | 3.4 | -0.3 | 1.0

The order is random. Share with any hit: about 3.2%.
